UHRF1 MBD2 ctr – human UHRF1 methylated DNA binding inhibitors. Q96T88. UHRF1 binding to methylated oligo, TR-FRET. inhibition, % at 4.4 µM. 0.75% of 370,000 active. AID 687016; in the data active means inhibition above about 21%;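 further: UHRF1 SRA domain binding a hemimethylated CpG hairpin DNA probe; 0% = median of test compound wells and 100% = reference inhibitor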
HTRA1 inh – inhibitors of human serine peptidase HTRA1 | 0.5% of 340,000 active | inhibition, % at 5.96 µM | Q92743 | recombinant HTRA1, FP-rhodamine activity-based probe, fluorescence polarization; in the data active means inhibition above about 36%;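 further: 0% = enzyme with DMSO and 100% = wells lacking enzyme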
NPR1 activator – GC-A (human) enzyme activation; P16066; HEK293 GC-A cells, cGMP TR-FRET, EC30 ANP; 0% at EC30 ANP, 100% saturating ANP; activation, % at 10 µM; 0.14% of 370,000 active; in the data active means activation above about 40%
MBD2 inh – MBD2-methylated oligo binding inhibition. Q9UBB5. TR-FRET, MBD2 binding to methylated oligonucleotide. inhibition, % at 4.4 µM. 0.31% of 370,000 active. AID 686964; in the data active means inhibition above about 13%
GC-B act – GC-B (human) receptor activation; HEK293-GC-B cells, CNP EC30, cGMP TR-FRET; 0% at EC30 CNP, 100% saturating CNP; 0.11% of 370,000 active; P20594; AID 1920062; activation, % at 10 µM;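 active means activation at 10 µM reaching about 35% in either raw or pattern-adjusted values, limit read from the data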
SIAE inh – blocks human sialic acid acetylesterase | Q9HAT2 | 0.69% of 370,000 active | inhibition, % at 9.66 µM | SIAE FP-Rh probe binding, fluorescence polarization | AID 1053197;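 active means inhibition above a cutoff: mean of compounds within the control limits plus 3 SD of those, cut at about 17% in these data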;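 further: 0% = plate median of compound wells and 100% = probe without SIAE protein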
Target sequence (Q9HAT2 whole entry, looked up): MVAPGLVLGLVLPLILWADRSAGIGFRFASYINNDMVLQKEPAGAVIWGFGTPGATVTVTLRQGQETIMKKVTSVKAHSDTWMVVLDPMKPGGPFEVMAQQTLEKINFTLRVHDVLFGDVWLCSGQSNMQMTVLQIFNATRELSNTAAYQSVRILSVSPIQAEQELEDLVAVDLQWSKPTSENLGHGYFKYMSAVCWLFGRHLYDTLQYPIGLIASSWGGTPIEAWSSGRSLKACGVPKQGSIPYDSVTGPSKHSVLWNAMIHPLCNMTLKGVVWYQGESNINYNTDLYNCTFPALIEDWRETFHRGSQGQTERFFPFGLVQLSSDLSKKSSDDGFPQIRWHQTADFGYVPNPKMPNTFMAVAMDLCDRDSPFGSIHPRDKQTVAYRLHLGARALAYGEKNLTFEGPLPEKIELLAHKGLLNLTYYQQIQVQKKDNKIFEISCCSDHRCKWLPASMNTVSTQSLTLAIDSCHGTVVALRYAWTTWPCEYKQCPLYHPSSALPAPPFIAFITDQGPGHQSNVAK
PRMT1 inh – inhibitors of human PRMT1 | inhibition, % at 2.79 µM | Q99873 | AID 652257 | recombinant PRMT1, activity-based probe fluorescence polarization | 1.3% of 370,000 active;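 active means inhibition above about 21% made by adding two undisclosed values, limit read from the data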
rCAG binder – molecules binding r(CAG) RNA repeats; inhibition, % at 3 µM; r(CAG) RNA repeat, TO-PRO-1 dye displacement fluorescence; 1.3% of 370,000 active;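 active means inhibition above the plate cutoff, the mean of all test compounds on that plate plus 3 SD, cut at about 35% in these data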;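 further: 0% = DMSO alone and 100% = 100 µM mitoxantrone as full dye displacement; higher means more dye released from RNA so lower well fluorescence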
ABHD4 inh – ABHD4 (mouse) inhibition, primary FP screen; Q8VD66; purified mABHD4, FP-Rh probe fluorescence polarization; inhibition, % at 8.92 µM; 0.54% of 370,000 active;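 active means inhibition exceeding the mean over every tested compound plus 3 SD, cut at about 30% in these data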;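 further: 0% = plate median of compound wells and 100% = S159A mutant with DMSO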
Target sequence (Q8VD66 whole entry, looked up): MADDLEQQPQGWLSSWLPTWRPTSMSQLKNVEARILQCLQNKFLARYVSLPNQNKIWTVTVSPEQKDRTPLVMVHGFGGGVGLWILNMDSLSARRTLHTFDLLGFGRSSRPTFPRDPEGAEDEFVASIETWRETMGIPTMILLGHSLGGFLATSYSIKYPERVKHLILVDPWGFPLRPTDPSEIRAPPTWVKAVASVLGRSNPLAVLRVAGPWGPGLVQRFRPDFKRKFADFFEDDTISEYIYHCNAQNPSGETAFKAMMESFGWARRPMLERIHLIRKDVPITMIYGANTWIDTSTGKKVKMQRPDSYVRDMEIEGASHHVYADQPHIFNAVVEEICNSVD
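Assay system: Wild-type mouse ABHD4 protein | Medium: HEPES pH 7.0 buffer, 150 mM NaCl, 0.01% Pluronic F-127 | Incubation: Enzyme–compound pre-incubation 45 min, then probe 60 min, both 25 °C | Technique: Fluorescence polarization with parallel and perpendicular emission, 525/598 nm | Evaluation: % inhibition of FP-Rh probe binding versus controls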
TCR-CD3 inh – human TCR-CD3 binding inhibition; TAMRA-labeled TCR probe fluorescence, biochemical; inhibition, % at 9.4 µM; 0.37% of 360,000 active; AID 651800; in the data active means inhibition above about 19%;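 further: recombinant mutant TCR 2C K166C tagged with TAMRA read by polarization; 0% = receptor in buffer alone and 100% = receptor with positive control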
Active calls of the source: *; . = not tested or not shown.

Sample of the layout (3 entries):
mol	UHRF1 MBD2 ctr	HTRA1 inh	NPR1 activator	MBD2 inh	GC-B act	SIAE inh	PRMT1 inh	rCAG binder	ABHD4 inh	TCR-CD3 inh
CCc1c(C)sc(NC(=O)c2ccco2)c1C#N	-4	-4	-1	-3	-5	14	0	6	4	2
O=C(CSc1nnc(-c2n[nH]c3ccccc23)n1-c1ccccc1)Nc1ccccc1Cl	-2	-51	-8	0	-9	-26	-1	2	-31	9
Cc1c(Cl)cccc1NC(=S)Nn1cnnc1	4	6	-1	-2	3	2	4	2	-3	-5

All compounds of this part, previewed entries included:
mol	UHRF1 MBD2 ctr	HTRA1 inh	NPR1 activator	MBD2 inh	GC-B act	SIAE inh	PRMT1 inh	rCAG binder	ABHD4 inh	TCR-CD3 inh
CCc1c(C)sc(NC(=O)c2ccco2)c1C#N	-4	-4	-1	-3	-5	14	0	6	4	2
O=C(CSc1nnc(-c2n[nH]c3ccccc23)n1-c1ccccc1)Nc1ccccc1Cl	-2	-51	-8	0	-9	-26	-1	2	-31	9
Cc1c(Cl)cccc1NC(=S)Nn1cnnc1	4	6	-1	-2	3	2	4	2	-3	-5
CCOC(=O)Cn1c(=N)n(CCOc2ccc3ccccc3c2)c2ccccc21	2	-6	-22	-1	-19	-3	0	16	4	-4
CC(C)(C)NC(=O)CSc1nnnn1C(C)(C)C	2	2	3	-4	2	-3	0	-2	1	-2
O=C(OC12CCCN(C1)/C(=C/c1ccc(Cl)cc1)C2)c1ccno1 (stereo unspecified)	0	.	-1	2	-7	-1	-1	3	-3	.
COC(CNC(=O)c1ccc2c(=O)n(Cc3ccc(Cl)cc3)c(=S)[nH]c2c1)OC	0	-2	2	-4	6	0	-3	-1	-7	-2
CCCCC(=O)Nc1ccc(C(=O)Nc2nnc(COC)s2)cc1	-1	5	3	4	1	4	-3	-1	0	11
COc1ccc(C(=O)/C=C/c2cccs2)c(OC(=O)c2cccc([N+](=O)[O-])c2)c1	-2	-4	-4	-4	-1	-3	-2	0	-2	0
O=C(Cn1cc(COc2ccc(Cl)c(Cl)c2)nn1)NS(=O)(=O)c1ccccc1C(F)(F)F	0	.	-4	2	1	-6	0	59*	-7	-2
O=C(COC(=O)c1ccc(S(=O)(=O)N2CCCC2)cc1)Nc1ccc(N2CCOCC2)cc1	0	.	0	4	0	-9	7	4	3	-5
CC(=O)C1=C(C)N(Cc2ccc(Br)cc2)C(=S)NC1c1cccc(Br)c1 (stereo unspecified)	-2	.	-2	3	-9	-16	0	3	-17	0
NS(=O)(=O)c1ccc(NC(=O)COc2cccc3ccccc23)cc1	5	-24	-7	-1	-6	8	6	16	-20	4
CCOc1ccccc1Nc1cc(C)c2cccc(C)c2n1	-2	-9	-16	4	-2	-5	1	5	6	-6
CCn1ncc(/C=C/C(=O)NCc2cn(C)nc2C)c1C	-3	3	-3	7	-3	3	-3	0	-2	4
CCCN(C)C[C@H]1Oc2cc(C#Cc3ccc(F)cc3)ccc2S(=O)(=O)N([C@H](C)CO)C[C@@H]1C	22*	-36	9	14*	-1	1	4	6	-16	-2
CCOC(=O)C1=C(C)NC(=O)NC1/C=C\c1ccccc1 (stereo unspecified)	-2	-2	11	-4	1	3	-4	-8	0	-2
O=C(NCc1ccccc1)C1C(=O)Nc2ccccc2C(=O)N1c1ccc2c(c1)OCCO2 (stereo unspecified)	2	.	1	-4	0	-3	3	0	3	0
CCCOc1ccc(C(=O)Nc2ccc(S(=O)(=O)Nc3onc(C)c3C)cc2)cc1	-2	0	4	3	1	3	0	49*	-1	-2
CCN(C(=O)CSc1cccc[n+]1[O-])c1ccccc1	-2	7	4	-4	4	4	-3	4	2	-2
CC1(C)Cc2cccc(OCC(=O)NCc3ccc(F)cc3)c2O1	0	-7	-2	-6	-1	-2	1	-4	-4	-5
CCN(CC)C(=O)CSc1ncnc2c1nnn2-c1ccc(F)cc1	-1	0	2	-2	-10	4	-5	0	-3	3
Cc1cc(C(=O)COC(=O)C(C)NC(N)=O)c(C)n1Cc1ccco1 (stereo unspecified)	3	-3	0	-3	1	-3	-1	-1	1	7
CCOC(=O)c1c(-c2ccc(OC)cc2)oc2c1C(OC(C)=O)CCC2 (stereo unspecified)	-3	.	-4	1	-8	15	0	-2	-9	-1
O=C(O)c1cc([N+](=O)[O-])ccc1Oc1ccccc1	0	-2	3	-1	8	5	0	3	-3	2
O=C(COc1nc2ccccc2nc1N1CCOCC1)N1CCc2ccccc21	-1	-5	1	1	3	-2	-1	1	9	2
COc1cc(C(=O)NCCC2=CCCCC2)cc(OC)c1OC	-4	0	6	-6	1	3	-1	-5	1	3
COc1ccc(C(=O)NC2CC2)cc1OC1CCN(Cc2ccc(F)cc2F)CC1	-3	-2	-2	-6	0	3	-3	-10	1	7
O=C(O)c1ccccc1-c1ccc([N+](=O)[O-])cc1Cl	14	1	-5	12	-2	6	3	3	2	-4
O=C(NNC(=O)c1cc(-c2ccccc2)nc2ccccc12)Nc1cccc(Cl)c1	81*	-77	1	-1	2	-150	1	32	-102	6
CNc1nc2c(c(=O)n(C)c(=O)n2C)n1CCCc1ccccc1	0	3	-4	2	0	2	-1	-2	9	4
C=CCN1C2CCCC1CC(NC(=S)Nc1cccc(OC)c1)C2 (stereo unspecified)	1	-1	-3	3	2	3	4	-1	3	-7
O=C1CCN(C(=O)Cc2ccccc2)c2ccccc21	0	2	0	1	0	2	1	-1	3	1
CN(c1ccc(C(=O)N2CCCCC2)cc1)S(=O)(=O)c1cccs1	0	2	-3	1	-6	3	-1	-1	2	1
CCOC(=O)C1=CCN(S(=O)(=O)c2ccc([N+](=O)[O-])cc2)C1c1ccc(C)cc1 (stereo unspecified)	0	.	-11	-3	-9	-1	-2	3	-1	4
CCOC(=O)N/N=C\c1sccc1C	-3	1	4	-2	4	5	-2	0	2	-3
Cc1ccc(Oc2nnc(-c3cccs3)c3ccccc23)cc1	3	-1	-1	5	-3	6	2	3	8	0
COc1cccc(C(=O)N2CCN(Cc3ccccn3)CC2)c1	1	0	3	-4	2	4	5	-5	19	-6
O=C1CNC(=O)N1CC(O)Cn1c2ccccc2c2ccccc21 (stereo unspecified)	-3	-4	4	0	-2	3	0	2	-3	5
COc1ccc(OC)c(N(CC(=O)O)S(=O)(=O)c2ccc(OC)c(OC)c2)c1	1	0	1	4	4	-3	1	0	-2	1
CCOC(=O)c1c(C)[nH]c(C(=O)COC(=O)CNS(=O)(=O)c2ccc(C)cc2)c1C	0	-5	2	0	6	-3	0	1	-2	-5
Cc1ccc(S(=O)(=O)N2CCC(c3nc4c(nnn4Cc4ccccc4)c(=O)[nH]3)CC2)cc1	2	.	5	0	5	1	0	2	-3	7
Cc1c(Cl)cccc1NC(=O)CSc1nncn1-c1cccnc1	5	-6	2	1	1	4	2	0	2	-9
Cc1ccc(N2CC(C(=O)Nc3ccc(S(=O)(=O)N4CCCC4)cc3)CC2=O)cc1 (stereo unspecified)	2	-8	0	3	-3	-3	0	7	-6	-6
O=C(CSc1nnc(-c2ccco2)n1-c1ccc(Cl)cc1)Nc1cccc2ccccc12	1	.	-7	-1	-7	-6	6	12	-8	.
COc1ccc(/C=C2\SC(=O)N(CC(=O)Nc3cccc(C)c3)C2=O)cc1O	1	-28	-2	-7	-5	-27	-3	21	3	-2
COc1ccc(CCn2c(N3CCN(C)CC3)nc3c2c(=O)[nH]c(=O)n3C)cc1	0	4	-2	1	-4	2	1	-3	-3	2
CCOC(=O)C1=C(CN2CCN(CCC#N)CC2)NC(=O)NC1c1ccc2c(c1)OCO2 (stereo unspecified)	0	-1	-3	1	-11	-12	-2	-5	0	4
C=C(C)C1CC=C(C)/C(=N\NC(=S)Nc2ccc(C)cc2)C1 (stereo unspecified)	-4	-14	-4	2	1	5	-4	9	7	8
CCN(CC)Cc1cc(NC2=NS(=O)(=O)c3ccccc32)ccc1OC(=O)c1ccccc1	-2	6	2	-1	-6	8	0	0	-1	6
Cc1cccc(NC(=O)CN(C)S(=O)(=O)c2cccc3cccnc23)c1	-1	0	-7	-6	-6	1	-11	1	2	8
Cc1cc(SC(C)C(=O)Nc2ncc(Cl)cc2Cl)nc2ccccc12 (stereo unspecified)	2	-6	-2	-1	-2	4	0	2	-2	-3
O=C(NC1CC1)C1CCN(C(=O)c2ccccc2Cl)CC1	-1	2	-3	-1	-2	-4	-3	0	-2	2
Cc1nc(CS(=O)(=O)c2ccccc2)cc(Sc2ccccc2Cl)n1	1	-7	1	-3	-1	-3	2	-2	-3	3
CCCS(=O)(=O)NC(=O)C1(C)CCN(C(=O)COc2ccc(Cl)cc2Cl)C1 (stereo unspecified)	0	.	1	-3	5	3	-3	8	-2	-2
O=C(Cc1ccccc1)Nc1c(C(=O)N2CCCCCC2)cnn1-c1ccccc1	1	3	1	0	-9	1	2	-3	7	-4
CNS(=O)(=O)c1cccc(C(=O)OCC(=O)N2CCc3ccccc3C2)c1	8	1	0	3	5	2	-2	-2	1	0
Cc1ccc(-c2nnc(N3CCN(S(C)(=O)=O)CC3)c3ccccc23)cc1	-1	2	-3	-4	4	10	-2	3	4	-3
O=C(Oc1ccc2c3c(c(=O)oc2c1)CCC3)c1ccco1	0	6	1	0	-4	-4	-2	-1	4	-1
CCC(=O)NC(c1ccccc1)c1nc2ccccc2[nH]1 (stereo unspecified)	18	9	-13	5	-4	1	0	1	-4	8

(list continues)
mol	UHRF1 MBD2 ctr	HTRA1 inh	NPR1 activator	MBD2 inh	GC-B act	SIAE inh	PRMT1 inh	rCAG binder	ABHD4 inh	TCR-CD3 inh
Cc1cccc(NCC(O)Cn2cnc3c2c(=O)n(C)c(=O)n3C)c1 (stereo unspecified)	3	3	-4	1	2	1	-1	-5	-3	3
Cc1cc(C)n2nc(C(=O)OCC(=O)Nc3ccc(Cl)cc3)nc2n1	-1	3	-1	-3	-4	7	-1	1	3	9
CCc1ccc(NC(=O)CSc2nnc(C)c(=O)n2N)cc1	-4	7	-3	3	0	4	13	-1	8	-7
CCC(C)Sc1nnc(Cc2cc(=O)[nH]c(=O)[nH]2)n1-c1ccc(F)cc1 (stereo unspecified)	-1	4	-1	-3	-7	12	-2	2	0	3
CCN(CC)CCCN(Cc1cc2cc3c(cc2[nH]c1=O)OCO3)C(=S)Nc1ccc(OC)cc1	4	4	-1	5	3	-2	-3	9	8	0
Cc1cnc2c(C(=O)O)cnn2c1	-2	5	1	-6	4	4	1	-3	9	-5
Cc1cc(C)c(S(=O)(=O)NCCOc2ccccc2)c(C)c1-n1cnnn1	2	-9	-5	2	-2	2	0	-3	1	-8
Cc1noc(C)c1C(=O)OCC(=O)c1cc(C)n(Cc2ccccc2Cl)c1C	4	-24	3	5	6	-6	0	-1	-6	0
Cc1ccc(NC(=S)NN2CCN(C)CC2)c(C)c1	-2	-7	-5	1	-2	-3	-3	-1	-4	-1
Cc1nc([N+](=O)[O-])cn1CC(O)c1ccc(-c2ccccc2)cc1 (stereo unspecified)	-1	.	0	0	-2	0	0	3	-11	2

Screening results as filed in PubChem.

An excerpt, so the mix of outcomes need not match the whole.
